# PglD DTNB = inhibitors of Campylobacter jejuni PglD acetyltransferase; hit rate 0.098% among 360,000; purified PglD enzyme, DTNB colorimetric CoA detection; AID 602405; inhibition, % at 12.5 µM; in the data active = inhibition above about 16%, passing the limit was not always enough; note: strong numbers were not always called active
# Cneo AK release = Cryptococcus neoformans lysis via adenylate kinase release | C. neoformans lysis, adenylate kinase release luminescence, 4 h; normalised: neutral wells 0, clomiphene wells 100 | hit rate 0.2% among 360,000 | lysis activity, % at 15 µM | AID 651654;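 active = mean lysis activity across replicates of at least 80%, whatever share of replicates individually reach that level; inactive = mean lysis activity below 80%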
#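 Signal: Adenylate kinase release luminescence | Assay system: Log-phase Cryptococcus neoformans yeast cells | Input: Cells at 5 × 10^6 per mL | Buffer or medium: Fresh YPD growth medium | Compound: Single dose | Schedule: Static 4 h at 37 °C with compound, 1 h detection | Controls: Clomiphene | Read-out: Luminescence rise reflecting yeast cell lysis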
# miR122 inh = miR-122 inhibition in Huh7 cells; Huh7 miR-122 Renilla luciferase sensor, 48 h; neutral wells = 0, positive control = 100; activation (reporter increase), % at 12.5 µM; hit rate 0.3% among 340,000; AID 602342;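 active = mean replicate activation score at least 90 and every replicate individually at or above 90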;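 note: higher luciferase means less miR-122 activity so hits act as miR-122 inhibitors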
# PGC1a acetyl inh = PGC1a acetylation modulation, inhibitor mode | U2OS PGC1a acetylation, AlphaScreen anti-acetyl-lysine; with virally co-expressed GCN5 acetyltransferase | AID 651687 | inhibition, % at 15.6 µM | hit rate 0.17% among 350,000;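 active = every replicate shows inhibition of at least 40%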;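 note: 0% = neutral control wells and 100% = positive control wells; some results beyond the cut were filed as inactive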
# GSIS activator = primary screen for activators of insulin secretion dependent on glucose, INS-1E cells, GLuc reporter luminescence. INS-1E GLuc reporter insulin secretion, 2-3 h. activation, % at 16.6 µM. hit rate 0.61% among 370,000;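 active = lowest replicate activation of at least 40%, so every replicate reaches that level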;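 note: 0% = median of neutral control wells and 100% = median of IBMX positive control wells; some compounds called inactive have numbers as strong as hits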
# CFTR F508del cor = CFTR F508del correction in bronchial cells. CFBE cells, YFP halide quenching; stimulated with forskolin plus potentiator P3; % fluorescence drop versus neutral controls. activity (quench increase), % at 7.58 µM. hit rate 0.36% among 350,000. AID 720511;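 active = mean added fluorescence quench of at least 8% versus neutral control, with both replicates also reaching 8%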;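 note: cells transiently co-express mutant CFTR-F508del with the halide-sensitive YFP; corrector assay measuring rescue of mutant channel to the surface after 24 h compound exposure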
# FN deposition inh = fibronectin deposition inhibition. inhibition, % at 12.6 µM. AH1F fibroblasts, Alexa488-fibronectin deposition fluorescence, overnight. hit rate 0.086% among 350,000. AID 743247;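 active = mean inhibition across replicates of 30% or more, regardless of how many single replicates reach that level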;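 note: positive control wells lacked labelled fibronectin entirely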
#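 Measured by – fluorescence 485/525 nm · System – AH1F fibroblast monolayer, labelled fibronectin deposition · Amount – 10000 cells per well · Buffer or medium – serum-reduced DMEM (2% serum) · Doses – single dose, pinned · Also added – fluorescent fibronectin at 24 nM final · Schedule – 1 h cell attachment, overnight exposure to compound and label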
# Statin myotox sup = suppressors of simvastatin-induced myotoxicity in C2C12 myotubes | hit rate 0.78% among 330,000 | ATP luminescence, 48 h; scaled: DMSO 0, geranylgeraniol control 100 | rescue of ATP level, % at 7.49 µM;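 active = mean ATP rescue above about 67%, or every replicate alone reaching that limit, limit read from the data, passing the limit was not always enough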;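 note: myotubes were challenged with 10 µM simvastatin during compound exposure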
# * marks the source's active call; other numbers are inactive results; · = no result given; [ ] = another dose, or the depositor's remark. This is a random part of the collection, and some 2.1% of all compounds hit somewhere here.
Structure	PglD DTNB	Cneo AK release	miR122 inh	PGC1a acetyl inh	GSIS activator	CFTR F508del cor	FN deposition inh	Statin myotox sup
Cc1ccc(NC(=O)NNC(=O)COc2ccc3ccccc3c2)cc1	-1	1	4	-1	2	-0.5	4	·
COc1ccc(S(=O)(=O)Nc2ccc3c(c2)C(=O)N([C@H](C)CO)C[C@H](C)[C@H](CN(C)Cc2ccc(-c4ccccc4)cc2)O3)cc1	-1	-1	-7[16.7 µM]	-8	-13	2.9	·	·
COc1ccc(NC(=O)C2CCCN(c3cnccn3)C2)c(OC)c1 (stereo not drawn)	1	0	-5	-2	-5	1.0	3	0
C#CCOCCOCCOCCNc1nc(N2CCN(C(=O)[C@H]([C@@H](C)CC)n3cc(CCC(=O)O)nn3)CC2)nc(N2CCN(C(=O)[C@H](CCCCN)n3cc(CCCC)nn3)CC2)n1	2	1	·	·	-8	9.2*	6	10
Cc1ccc(-c2nc3ccccc3c(=O)o2)cc1	4	-7	2	-3	·	·	-18	-11
CCn1nc(NC(=O)C(C)C)c2cc3cccc(C)c3nc21	3	-1	-3	0	-7	1.2	12	-5
CC(C)NC(=O)N(C)C[C@H]1Oc2ncc(C#CC3CC3)cc2C(=O)N([C@H](C)CO)C[C@@H]1C	2	0	15[16.7 µM]	6	9	-0.1	-11	6
COc1ccc2c(c1)C(CC(=O)NN)CCC2 (stereo not drawn)	1	2	11	-1	·	-0.5	-13	1
CC(=O)c1cccc(NC(=O)CCCNC(=O)c2ccc(Cl)cc2)c1	-2	2	1	-11	-2	2.1	-2	6
CC(=O)C1=C(O)C(=O)N(c2ccc(O)cc2)C1c1cccc(F)c1 (stereo not drawn)	-7	-2	-6	0	-16	1.9	4	6
O=C1C=C(N2CCOCC2)CCC1	-3	0	-1	3	7	-1.8	-1	19
CCC(=O)Nc1ccc(C(=O)NNC(=O)C(c2ccccc2)c2ccccc2)cc1	-4	1	6	-16	-1	·	0	·
Cc1ccc(S(=O)(=O)N(C)C[C@H]2Oc3ccc(NS(=O)(=O)c4cccs4)cc3C(=O)N([C@@H](C)CO)C[C@@H]2C)cc1	2	-5	-9[16.7 µM]	17	3	0.1	·	23
O=C(CSC1=NC2(CCCCC2)N=C1c1ccccc1)Nc1ccc2c(c1)OCCO2	-2	-2	3	-5	-7	-1.9	-3	-3
CCOC(=O)c1sc(N2C(=O)C(O)=C(C(=O)c3ccc(C)o3)C2c2ccc(OC)c(OC)c2)nc1C (stereo not drawn)	1	2	·	·	41	3.7	-16	3

# Entries of single compounds, looked up by structure. Values in the order: PglD DTNB, Cneo AK release, miR122 inh, PGC1a acetyl inh, GSIS activator, CFTR F508del cor, FN deposition inh, Statin myotox sup
# `Cc1ccc(S(=O)(=O)N(C)C[C@H]2Oc3ccc(NS(=O)(=O)c4cccs4)cc3C(=O)N([C@@H](C)CO)C[C@@H]2C)cc1` is listed with 2, -5, -9[16.7 µM], 17, 3, 0.1, ·, 23
# `CC(C)NC(=O)N(C)C[C@H]1Oc2ncc(C#CC3CC3)cc2C(=O)N([C@H](C)CO)C[C@@H]1C` is listed with 2, 0, 15[16.7 µM], 6, 9, -0.1, -11, 6

# (listing goes on)
Structure	PglD DTNB	Cneo AK release	miR122 inh	PGC1a acetyl inh	GSIS activator	CFTR F508del cor	FN deposition inh	Statin myotox sup
COC(=O)c1ccc2c(=O)n(CCCCCC(=O)NCc3ccccc3)c(=O)[nH]c2c1	-1	-1	-4	1	·	·	5	1
Cc1cc(NC(=O)C2CC(c3ccccc3Cl)=NO2)no1 (stereo not drawn)	-5	3	-4	-6	·	·	2	3
C[C@H]1CN([C@@H](C)CO)C(=O)c2cc(C#Cc3ccccn3)cnc2O[C@H]1CN(C)Cc1cccnc1	-1	-2	-1[16.7 µM]	4	14	0.4	·	3
CCN(CC)C(=O)Cn1cc(S(=O)(=O)CC(=O)NCc2ccc(C)cc2)c2ccccc21	-1	0	-4	2	0	0.3	·	·
Cc1nc(Nc2ccc(Cl)c(Cl)c2)sc1C(=O)Nc1ccccc1	8	0	·	·	-21	2.8	-11	·
Cc1cc(Br)ccc1NC(=O)C1CCCO1 (stereo not drawn)	3	1	0	6	6	·	-12	-2
COCCOC(=O)N1C(=O)[C@@]2(c3cc(C#CCCO)ccc31)[C@H](C(=O)NC[C@H](O)c1ccccc1)[C@H]1C(=O)O[C@H](c3ccccc3)[C@H](c3ccccc3)N1[C@@H]2c1ccc(O)cc1	3	-3	·	-4	·	0.2	·	·
O=C(NC1CCCN(Cc2ccccc2F)C1)C1CCC1 (stereo not drawn)	6	-4	-3	16	3	2.4	3	4
CS(=O)(=O)Nc1ccc2c(c1)[C@@H]1C[C@H](CC(=O)NCc3ccccc3F)O[C@H](CO)[C@@H]1O2	-1	0	4[16.7 µM]	-12	-3	-2.6	-5	-8
CCCC#Cc1ccc([C@@H]2[C@@H](CO)N3CCCCN(Cc4ccncc4)C[C@H]23)cc1	4	-2	-1[16.7 µM]	-6	-11	2.1	·	19
Cc1ccc(C)c(SCC(=O)Nc2ccc(S(=O)(=O)Nc3ncccn3)cc2)c1	·	·	·	6	30	-1.8	7	·
Cc1ccc(-c2cc(C(=O)Nc3ccc(S(=O)(=O)Nc4ncccn4)cc3)[nH]n2)c(O)c1C	0	5	2	-4	-21	-3.0	11	4
C[C@H]1CN([C@@H](C)CO)C(=O)Cc2cc(NC(=O)Nc3cccc4ccccc34)ccc2O[C@H]1CN(C)CC1CCCCC1	3	-1	-2[16.7 µM]	-7	-4	-1.7	·	-55
CC1=NN(C(=O)c2ccc(Cl)cc2)C(O)(c2ccccc2)C1 (stereo not drawn)	-3	-1	-4	-45	-12	-2.3	-2	-8
COc1ccc(OC)c(NC(=S)NCc2cccs2)c1	2	2	16	12	33	·	-4	·
COCCN(C(=O)c1snc(C(N)=O)c1N)C(C(=O)NC1CCCC1)c1cc(OC)c(OC)c(OC)c1 (stereo not drawn)	-2	-1	-1	·	-4	2.6	-2	9
C=CCN(CC=C)C(=O)CN1C(=O)c2ccccc2C1=O	-6	-6	-2	8	·	·	0	3
CCOC(=O)C1CCCN(C2=NC(=O)/C(=C/c3ccc(N(C)C)cc3)S2)C1 (stereo not drawn)	1	-2	·	·	-21	0.5	0	-3
COc1ccccc1C(=O)NNC(=O)C(=O)Nc1cccc(Cl)c1C	9	0	-4	·	6	-2.3	6	-21
C/C=C/c1cnc2c(c1)C(=O)N([C@@H](C)CO)C[C@H](C)[C@@H](CN(C)C(=O)C1CC1)O2	·	·	1[16.7 µM]	-3	12	0.7	·	-19
CCCCN(CC)C(=O)c1n[nH]c(=O)c2ccccc12	-2	6	0	-4	·	·	·	-10
COc1ccccc1NC(=O)CSc1nnnn1-c1ccc(F)cc1	-5	1	-1	3	-2	-3.9	-3	-7
Cn1c(C(=O)O)c(CC(=O)Nc2ccccc2F)c2ccccc21	-5	6	-3	·	·	·	17	0
COC(=O)c1sc2ncccc2c1OCc1ccccc1Cl	-2	-1	6	·	·	·	·	2
C=C[C@@H](C)N(Cc1ccc(OC)cc1)S(=O)(=O)N(Cc1ccccc1)[C@H](C=C)C(C)C	2	-1	0	-8	-35	2.0	4	-17
CC(C)C[C@H]1CN=C(N(C)C)N1CC(C)C	0	4	-4	7	6	0.4	-4	8
COc1ccc(C2=Nc3ccccc3NC(=O)C2N(C(=O)c2cnc(C)cn2)c2ccc(N3CCOCC3)cc2)cc1 (stereo not drawn)	4	0	3	11	3	-1.7	-2	1
NCCCC[C@@H]1NC(=O)c2cc([N+](=O)[O-])cc(I)c2SC[C@@H](C(N)=O)NC(=O)[C@H](Cc2ccc(O)cc2)NC1=O	1	0	-2	4	·	·	·	17
Cc1ccc(S(=O)(=O)Nc2ccc3c(c2)C(=O)N([C@@H](C)CO)C[C@@H](C)[C@H](CN(C)C(=O)Nc2ccc(C(F)(F)F)cc2)O3)cc1	-1	1	2[16.7 µM]	-8	-14	-3.5	·	-20
COC(=O)c1ccc(C(=O)OC)c(NC(=O)CN2CCN(c3ccc(OC)cc3)CC2)c1	-3	-2	-6	4	9	·	·	2
COc1cc(CNCc2ccc(Br)cc2)cc(OC)c1	0	-3	-6	14	-21	1.4	8	-10
O=[N+]([O-])c1cc(S(=O)(=O)NC2=NCCCCC2)ccc1NCC1CCCCC1	·	·	·	5	1	-0.5	1	·
O=C1C2CCCN2C(c2ccc(F)cc2)N1c1nccs1 (stereo not drawn)	0	0	-1	-3	·	·	-11	·
COc1ccc2c(c1)[C@H]1[C@H](CO2)[C@H](c2ccccc2)[C@]2(C)C(=O)Nc3ccc(F)cc3C(=O)N12	9	-1	-11	-4	-50	-2.5	-8	-7
CN(C(=O)c1ccc(NC(=O)Cc2ccc(NC(=O)C3CCN(C(=O)CCc4ccccc4)CC3)cc2)cc1)C1CC1	-3	-1	-12	-7	·	0.1	5	160*
OC(COc1cccc2ccccc12)CN1CCN(c2ccccc2)CC1 (stereo not drawn)	4	2	-3	·	-33	-2.0	-2	6
COC(=O)c1cc2c(n(-c3ccccc3)c1=O)CCCC2=O	3	1	-2	-1	15	-1.8	-7	3
Nc1c(C(=O)Nc2ccccc2F)sc2nc(-c3ccco3)ccc12	0	-2	1	10	13	·	·	-39
N#Cc1ccc(Oc2cccc(C(=O)O)c2)cc1C#N	1	0	0	3	-8	·	·	5
COC(=O)C1CCN(C2=C(NS(=O)(=O)c3ccc(Cl)cc3)C(=O)c3ccccc3C2=O)CC1	-1	3	3	8	11	0.8	-14	-1
CC1(C)CC(CCNC(=O)c2ccc(-n3cnnn3)cc2)CC(C)(C)N1	-2	8	18	-1	·	·	·	9
O=C(O)CCn1nnc(-c2cccs2)n1	-1	0	-4	9	·	·	-8	2
C[C@H](CO)N1C[C@H](C)[C@@H](CN(C)Cc2ccccc2)Oc2c(NS(=O)(=O)c3cccs3)cccc2C1=O	0	-3	29[16.7 µM]	-2	22	0.5	·	-11
CC(C)CC#Cc1cnc2c(c1)C(=O)N([C@H](C)CO)C[C@H](C)[C@H](CN(C)C(=O)C1CCCCC1)O2	6	0	5[16.7 µM]	-1	-2	-1.0	-7	16
Cc1nc2cc(-c3ccc(F)cc3)[nH]n2c(=O)c1C	-4	-2	·	·	6	-2.6	2	-18
NC(=O)NNC1=Nc2cccc3cccc1c23	0	0	10	·	35	-0.7	-14	-8
C[C@H](CO)N1C[C@H](C)[C@H](CN(C)C(=O)Nc2ccc(N3CCN(C)CC3)cc2)OCc2cn(nn2)CCCC1=O	-2	-2	6[16.7 µM]	0	20	1.1	-13	-4
O=C(O)C1C2C=CC(C2)C1C(=O)NCc1cccs1 (stereo not drawn)	-1	-1	-8	4	-6	-0.5	10	4
COc1ccccc1N1CCN(C(=O)c2ccc(NS(=O)(=O)c3ccc(C)cc3)cc2)CC1	-8	0	13	-4	-34	-4.9	-4	14
C[C@@H]1CN([C@@H](C)CO)C(=O)c2cc(NC(=O)Nc3ccc(C(F)(F)F)cc3)ccc2O[C@@H](C)CCCCO[C@H]1CN(C)S(=O)(=O)c1ccccc1	1	4	-5[16.7 µM]	-12	13	3.0	6	·
CC(=O)Nc1nc2c(F)cccc2s1	6	3	·	·	-5	-0.4	1	3
Cc1ccc(NC(=O)Nc2cccc(F)c2)nc1	1	-1	-1	12	·	·	-6	-12
Cn1nc(C(=O)NCc2cccc(Cl)c2)c2c1-c1ccccc1S(=O)(=O)C2	1	-2	-1	-4	-8	-0.5	-12	-1

# Source: PubChem BioAssay
